Source: PubChem
pPAFAH FP inh: inhibitors of human plasma PAF acetylhydrolase (pPAFAH). AID 463082. inhibition, % at 3.39 µM. recombinant pPAFAH, FP-rhodamine probe fluorescence polarization. actives 1.5% (n = 330,000);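 active = inhibition above the mean inhibition across the screen plus 3 SD, cut at about 25% in these data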;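 also: inhibitors block binding of the rhodamine activity-based probe so polarization drops; 0% = enzyme with DMSO and 100% = wells lacking pPAFAH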
Target sequence (Q13093 whole entry, looked up): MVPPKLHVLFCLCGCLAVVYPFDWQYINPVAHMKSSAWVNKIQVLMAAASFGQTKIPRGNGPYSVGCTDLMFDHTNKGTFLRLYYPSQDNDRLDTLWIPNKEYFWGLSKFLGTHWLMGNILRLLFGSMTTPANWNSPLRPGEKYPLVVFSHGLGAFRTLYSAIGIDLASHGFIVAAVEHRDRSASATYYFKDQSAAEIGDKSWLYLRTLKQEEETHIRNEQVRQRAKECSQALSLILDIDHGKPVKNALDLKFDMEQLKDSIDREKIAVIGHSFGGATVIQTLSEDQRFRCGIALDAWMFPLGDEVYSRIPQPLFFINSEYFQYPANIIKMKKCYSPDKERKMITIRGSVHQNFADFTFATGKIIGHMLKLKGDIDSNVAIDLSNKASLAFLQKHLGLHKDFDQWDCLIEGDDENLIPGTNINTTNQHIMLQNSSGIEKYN
PAFAH1B3 inh: PAFAH1B3 (human) inhibition | actives 0.28% (n = 340,000) | inhibition, % at 3.39 µM | recombinant PAFAH1B3, FP-rhodamine probe, fluorescence polarization;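 active = inhibition above the screen-wide average of all tested compounds plus 3 SD, cut at about 25% in these data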;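 also: 0% = enzyme with DMSO only and 100% = wells lacking PAFAH1B3 protein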
LYPLA1 inh: LYPLA1 (human) inhibition in PME1 counter-screen; O75608; recombinant LYPLA1, FP-Rh probe fluorescence polarization; inhibition, % at 5.9 µM; actives 0.16% (n = 320,000);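 active = inhibition above the mean of all tested compounds plus 3 SD, set per campaign, cut at about 14% in these data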;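 also: inhibitors block serine hydrolase probe labeling of LYPLA1 so polarization falls; 0% = enzyme with DMSO and 100% = wells lacking LYPLA1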
PAFAH1B2 inh: inhibitors of human PAFAH1B2. P68402. recombinant PAFAH1B2, FP-rhodamine activity probe, fluorescence polarization. inhibition, % at 3.39 µM. actives 1.2% (n = 340,000). AID 492953;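 active = inhibition above the mean of all tested compounds plus 3 SD, cut at about 24% in these data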;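 also: 0% = enzyme with DMSO and 100% = wells lacking PAFAH1B2; many of its hits are not listed in these tables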
PAD4 inh: PAD4 (human) enzyme inhibition; recombinant PAD4, RCA probe fluorescence polarization; inhibition, % at 6.36 µM; actives 0.41% (n = 330,000); AID 485272;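 active = percent inhibition above a cutoff equal to the mean of all tested compounds plus 3 SD, cut at about 15% in these data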;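 also: 0% = PAD4 with RCA probe and DMSO and 100% = probe without PAD4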
PME-1 primary: blocks human protein phosphatase methylesterase 1 | Q9Y570 | recombinant PME-1, FP-Rh probe fluorescence polarization | actives 0.53% (n = 320,000) | AID 2130 | inhibition, % at 5.9 µM;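 active = inhibition above the campaign mean of all compounds plus 3 SD, cut at about 26% in these data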;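 also: competitive labeling of PME-1 active site by serine hydrolase directed probe; 0% = PME-1 with DMSO and 100% = wells lacking PME-1 enzyme; inhibitors block probe labeling so polarization falls and inhibition rises; many of its hits are not listed in these tables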
Target sequence (Q9Y570 whole entry, looked up): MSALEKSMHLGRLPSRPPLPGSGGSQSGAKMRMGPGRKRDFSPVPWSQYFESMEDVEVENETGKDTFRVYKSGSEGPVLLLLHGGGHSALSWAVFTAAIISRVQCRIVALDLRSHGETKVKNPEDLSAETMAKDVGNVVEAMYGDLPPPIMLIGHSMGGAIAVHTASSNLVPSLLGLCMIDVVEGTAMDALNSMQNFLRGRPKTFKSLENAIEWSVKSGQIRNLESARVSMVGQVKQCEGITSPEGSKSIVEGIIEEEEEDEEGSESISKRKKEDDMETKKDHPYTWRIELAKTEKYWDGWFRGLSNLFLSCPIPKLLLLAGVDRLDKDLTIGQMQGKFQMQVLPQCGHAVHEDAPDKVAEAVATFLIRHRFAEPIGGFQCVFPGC
GSTO1 counter: GSTO1 inhibition, counter-screen for RBBP9 inhibitors; P78417; recombinant GSTO1, activity-based probe fluorescence polarization; inhibition, % at 5.96 µM; actives 1.1% (n = 300,000); AID 1974;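 active = inhibition above the campaign mean inhibition plus 3 SD, cut at about 35% in these data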;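 also: 0% = GSTO1-1 with DMSO and 100% = wells lacking GSTO1-1 enzyme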
PREPL inhibitor: inhibitors of human prolyl oligopeptidase-like enzyme PREPL; Q4J6C6; actives 0.68% (n = 320,000); recombinant PREPL, fluorescence polarization activity-based probe; inhibition, % at 5.96 µM; in the data active = inhibition above about 43%;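 also: 0% = enzyme with DMSO and 100% = wells lacking enzyme; many of its hits are not listed in these tables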
LYPLA2 counter: blocks human lysophospholipase 2, a PME1 counter-screen. O95372. recombinant LYPLA2, FP-Rh probe fluorescence polarization. inhibition, % at 5.9 µM. actives 0.38% (n = 320,000);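 active = inhibition above the screen-wide mean plus 3 SD, limit set per campaign, cut at about 26% in these data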;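 also: 0% = LYPLA2 with DMSO and 100% = wells lacking LYPLA2 enzyme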
Target sequence (O95372 whole entry, looked up): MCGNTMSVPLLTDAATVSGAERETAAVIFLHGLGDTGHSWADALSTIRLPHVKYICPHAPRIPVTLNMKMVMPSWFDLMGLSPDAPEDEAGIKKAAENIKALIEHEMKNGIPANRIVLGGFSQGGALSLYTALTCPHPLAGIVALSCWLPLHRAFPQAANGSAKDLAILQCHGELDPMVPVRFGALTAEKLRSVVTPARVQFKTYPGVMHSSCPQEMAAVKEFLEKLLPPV
An asterisk follows results filed as active; · = not tested or not shown. Only part of the results is shown; the hit share may differ from the screen's.

SMILES	pPAFAH FP inh	PAFAH1B3 inh	LYPLA1 inh	PAFAH1B2 inh	PAD4 inh	PME-1 primary	GSTO1 counter	PREPL inhibitor	LYPLA2 counter
Cc1cc(C)nc(Nc2nc(C)c3cc4c(cc3n2)OCO4)n1	-0.2	-6.8	3.0	2.5	6.0	-1.6	3.6	8.1	6.0
CC/C(O)=C1\C(=O)CCCC1=NCCc1c(C)[nH]c2ccc(C)cc12	2.1	-0.4	0.1	2.2	3.1	3.9	3.8	9.7	-1.3
O=C(Cc1csc(N2CCOCC2)n1)N/N=C/c1ccc(F)cc1	3.0	3.8	-3.8	-0.1	-2.2	-5.0	0.0	8.4	3.8
Cc1cc(Br)ccc1OCCNCc1ccccc1	0.0	2.5	2.7	-2.5	-3.6	0.9	3.5	-17.4	4.0
C#CCn1c(=O)c2c(ncn2C)n(C)c1=O	0.2	7.1	1.5	1.1	-6.4	-8.1	1.5	-9.2	-3.6
CCCCNC(=O)COC(=O)c1ccccc1F	12.3	0.4	3.8	7.4	1.4	-3.4	1.4	-9.3	3.1
COc1ccc(-c2cnc3ncnn3c2N)cc1	3.2	2.9	-0.9	0.1	-1.7	1.7	2.5	-2.4	5.9
O=C(NCCc1ccccc1)/C(=C/c1ccco1)c1ccccc1	10.6	8.9	1.0	7.9	-4.0	-1.0	5.8	3.9	-1.2
C=CSc1sc(Cl)c(N(CC)CC)c1[N+](=O)[O-]	6.4	·	-0.5	·	-1.7	1.9	9.4	9.5	0.6
O=C(O)c1cc(NCc2ccccc2C(F)(F)F)ccc1N1CCOCC1	2.9	6.5	1.9	6.1	1.9	4.8	1.7	4.0	7.7
Cc1c(C(=O)O)cccc1N1C(=O)Nc2ccccc2N1O	5.4	4.7	4.7	3.5	-1.9	1.4	-0.1	5.3	8.6
Cc1ccc(C)c(OCC(=O)NC2CCCCCC2)c1	-1.9	-0.9	1.2	1.9	-1.4	-0.2	3.5	-3.0	13.1
O=C(CSc1nc2ccccc2o1)N1c2ccccc2Sc2ccccc21	0.3	6.8	-7.7	-0.8	-0.9	-3.2	-0.5	-28.8	-7.6
CCOC(=O)c1nc(S(C)(=O)=O)ncc1Cl	-1.9	2.2	-2.6	3.7	-0.6	-1.6	-1.5	-4.5	1.1
Cc1cccc(OCCCC(=O)Nc2nccs2)c1C	3.1	1.4	3.3	6.4	1.2	0.4	13.2	-14.2	-0.1
CCOC(=O)N1CCN(C(=O)CNC(=O)c2ccc(Cl)cc2Cl)CC1	2.2	8.5	-3.7	2.2	-1.2	0.0	·	5.1	-0.6
O=C(CCNC(=O)c1ccc([N+](=O)[O-])cc1)NC1CCCCCC1	2.9	-0.1	-1.4	3.0	-1.8	2.5	·	-2.4	2.7
COC(=O)CCc1c(C)nn(-c2ccccc2)c1C	2.8	0.4	-0.3	4.0	3.7	2.6	2.0	3.5	8.4
COc1ccc([C@H]2CC(=O)C=C(c3ccnc4ccc(Cl)cc34)C2)cc1	2.4	6.5	-3.3	1.0	4.1	5.8	·	-40.1	1.1
CCNC(=O)n1nccc1C(C)Oc1ccccc1 (configuration not stated)	3.5	5.8	-1.6	10.8	1.0	-9.4	6.4	-11.0	-1.5
CCCCn1c(SCC(=O)N2CCc3ccccc32)nnc1-c1ccncc1	1.0	0.3	-1.5	7.7	-3.3	4.6	-1.7	12.0	-0.1
Cc1cc(C(=O)CSc2n[nH]c(-c3ccccc3F)n2)c(C)n1Cc1cccs1	-6.8	-7.7	-5.7	4.2	-2.8	-6.5	-17.8	-23.9	-7.2
CCc1ccc(NC(=S)N(Cc2cccc(Br)c2)CC2CCC(C(=O)O)CC2)cc1 (configuration not stated)	1.8	2.5	-1.2	4.1	-2.2	0.4	3.9	9.0	5.5
Cc1ccccc1-c1nnc(NC(=O)CSc2nc3ccccc3s2)s1	3.6	-11.2	-3.0	-26.0	-3.2	-5.6	-5.5	-17.0	-4.4
Cn1ccnc1SCC(=O)Nc1ccc2ccccc2c1	5.6	4.1	0.9	-1.1	-0.2	0.5	-2.6	-9.3	-2.3
O=C(CN1CCCc2ccccc21)NC(=O)NC1CCCCC1	-3.0	-2.7	-1.7	-0.9	-3.4	1.6	8.2	-2.5	-3.8
COc1ccc(N2CCN(CC(=O)N3c4ccccc4CC3C)CC2)cc1 (configuration not stated)	3.3	4.5	3.8	8.5	3.6	7.4	-3.4	2.9	7.0
Cc1cccc(NC(=O)c2sc3ncn(CC(=O)N4CCN(c5ccccn5)CC4)c(=O)c3c2C)c1	4.6	0.7	-5.2	-0.1	-3.0	-5.3	-2.9	-7.9	2.3
Nc1nc(SCC(=O)N2CCc3ccccc32)[nH]c(=O)c1-c1ccccc1	5.0	0.8	-2.0	8.9	1.1	1.2	2.9	12.3	-4.7
CC(C)[C@@H](C(=O)NCC1CCCO1)N1C(=O)N2CCc3c([nH]c4ccccc34)[C@@]2(C)C1=O (some centres not stated)	1.9	2.2	-2.0	3.6	-0.2	-2.3	-7.2	20.8	-1.0
COc1ccc(CN2CCC(Cc3ccccc3)CC2)cc1OC	3.7	10.5	-2.4	-0.8	4.2	-0.5	3.8	-7.0	-1.1
COc1ccc(Cl)cc1C(=O)NNC(=O)CSc1nnnn1C	5.4	10.2	-0.4	7.2	-0.8	-1.6	11.0	-4.2	-1.4
O=C(N/C(=C\c1ccccc1)C(=O)N1CCOCC1)c1ccccc1Cl	-3.0	4.2	-3.5	3.0	3.7	-2.8	6.5	8.5	-4.9
CCCCc1n[nH]c(=S)n1Cc1ccccc1	4.1	0.8	-1.5	15.1	-1.1	3.0	7.0	5.5	-4.3
COc1ccc(C(C)=O)cc1COC(=O)c1cccnc1Cl	0.4	-0.1	0.0	2.0	1.8	1.5	-0.8	-4.4	3.9
CCOc1ccccc1NC(=O)C1CCN(S(=O)(=O)c2ccc(OC)c(OC)c2)CC1	0.8	-2.3	2.3	-5.1	-2.5	6.7	1.8	3.8	1.4
C=CCC1=C/C(=C\c2c(N)n3nc(CC(=O)N4CCOCC4)sc3nc2=O)C=C(OC)C1=O	22.3	10.1	-6.8	7.5	-6.1	15.9	4.0	7.1	-0.5
COc1ccc(N2CCN(CC(=O)Nc3cccc(S(=O)(=O)N4CCOCC4)c3)CC2)cc1	4.4	6.2	-1.4	8.5	-4.0	5.5	5.4	7.8	4.0
CC(C)(C)c1ccccc1OCCOCCN1CCCCCC1	6.9	0.3	-1.9	-1.2	-4.1	-4.1	-6.8	0.4	4.7
CCSc1ncc(CO)c(N)n1	-1.1	5.4	-0.2	1.6	-3.4	-8.1	0.1	-12.2	-4.3
O=C(O)c1cc(NS(=O)(=O)c2ccc(NCc3ccccc3)c([N+](=O)[O-])c2)cc(C(=O)O)c1	7.8	8.1	7.4	1.6	-1.6	0.8	10.2	3.1	8.7
C/C(=N/NC(=O)c1ccc2c(c1)OCCO2)c1ccc([N+](=O)[O-])cc1	-3.5	-0.5	1.5	-3.2	4.1	-3.1	10.2	14.0	-0.7
CCOC(=O)CNC(=O)CSc1nnc(NC(=O)c2ccc(C)cc2)s1	1.2	-0.5	-1.2	1.9	4.6	3.7	1.9	3.3	0.4
CC(=O)Nc1ccc(S(=O)(=O)NCCCCNS(=O)(=O)c2ccc(NC(C)=O)cc2)cc1	3.2	-3.3	1.5	7.7	1.8	-3.0	2.6	-1.9	-5.4
C/C(=N\OC(=O)Nc1ccc(Cl)cc1)c1ccc(F)c(F)c1	0.4	2.0	-5.1	1.9	-4.8	-5.4	8.4	-1.6	-9.5
O=C(CSc1ncnc2sc3c(c12)CCC3)Nc1ccccc1C(=O)O	-0.1	2.9	-2.3	0.1	-4.5	-3.4	-11.9	-1.9	4.2
CCOC(=O)c1sc(NC(=O)COC(=O)CNC(=O)c2ccco2)c(C(=O)OCC)c1C	5.4	-1.4	-4.7	1.8	4.0	5.0	1.6	-1.2	-5.9
O=C(O)C1C2C=CC(O2)C1C(=O)NCc1ccccc1Br (configuration not stated)	4.0	5.9	3.4	11.0	-1.3	5.7	3.8	0.7	3.3
O=C(CNc1cccc(S(=O)(=O)N2CCCC2)c1)Nc1cccc(C(F)(F)F)c1	4.9	5.1	·	7.0	1.2	·	·	6.5	·
C=CCNC(=O)c1cc(=O)c2ccccc2o1	8.8	6.4	-0.1	1.9	2.7	-2.6	-5.5	-7.1	4.9
O=C(CN1CCN(Cc2ccccc2)CC1)NNC(=O)c1ccccc1	1.5	-4.0	1.1	0.0	0.5	2.9	·	1.9	-3.2
NC(Cc1ccc(OC(F)F)cc1)C(=O)O (configuration not stated)	-0.6	12.0	-1.6	5.9	1.5	-8.6	-9.1	0.1	0.1
Cc1ccc(NC(=O)CS(=O)CC(=O)NC23CC4CC(CC(C4)C2)C3)cc1 (configuration not stated)	1.3	4.6	-5.9	15.4	-1.8	4.3	-1.9	-0.7	1.5
CC(C)(C)[C@H]1COC(=O)[C@H](Cc2ccc(F)cc2)CC/C=C/C[C@@H](CC(=O)N[C@H](CO)Cc2ccccc2)C(=O)N1	1.5	8.0	·	15.7	4.4	·	·	45.9*	·
Cc1cccc(NC(=O)c2ccc([N+](=O)[O-])o2)c1C	13.0	2.3	-2.9	4.4	-7.5	5.4	-3.3	1.8	4.2
CCOC(=O)CC1=C(C(=O)OCC)C(c2cc(OC)c(OC)cc2OC)C(C#N)=C(N)O1 (configuration not stated)	4.2	2.3	0.3	-2.2	0.0	0.0	-4.3	12.7	2.7
O=C(NC(=S)NCCc1ccccc1)c1ccccc1F	0.6	3.6	-1.0	-0.7	1.7	2.1	-0.4	0.1	-1.7
CCOC(=O)c1cc(-c2ccccc2)sc1NC(=O)CN1C(=O)NC(CC)(c2ccc(F)cc2)C1=O (configuration not stated)	-2.5	-5.2	-10.5	-6.9	-1.2	-26.1	4.7	17.2	-20.9
Cc1ccc(C)c(SCC(=O)OCC(=O)c2ccco2)c1	28.2*	5.9	0.5	0.7	-2.4	0.7	2.8	-5.7	2.0
CC(C)Oc1ncnc2c1[nH]c1ccccc12	1.4	4.7	-3.2	1.4	-1.2	3.2	7.0	-2.5	-4.0

Later entries.
SMILES	pPAFAH FP inh	PAFAH1B3 inh	LYPLA1 inh	PAFAH1B2 inh	PAD4 inh	PME-1 primary	GSTO1 counter	PREPL inhibitor	LYPLA2 counter
Cc1ccc(NC(=O)CCn2cccc2)cc1	-2.3	-1.1	-3.6	5.5	1.9	-1.2	4.9	1.1	-7.1
CCOc1ccc(C(N)=O)cc1OC	0.5	10.9	-1.7	4.6	2.7	-2.0	3.0	-6.8	-0.4
Cc1cc2occ(CC(=O)OCC(=O)Nc3sc4c(c3C#N)CCC(C)C4)c2cc1C (configuration not stated)	0.0	-3.1	1.2	7.5	-1.4	4.1	3.1	7.3	2.7
CCOc1ccc(NS(=O)(=O)c2ccc(C(=O)NC3CCN(Cc4ccccc4)CC3)cc2)cc1	24.1	3.6	-3.9	5.7	0.0	3.6	18.6	2.5	1.6

A draw from above in order of number of heavy atoms, falling.
SMILES	pPAFAH FP inh	PAFAH1B3 inh	LYPLA1 inh	PAFAH1B2 inh	PAD4 inh	PME-1 primary	GSTO1 counter	PREPL inhibitor	LYPLA2 counter
CCOc1ccc(NS(=O)(=O)c2ccc(C(=O)NC3CCN(Cc4ccccc4)CC3)cc2)cc1	24.1	3.6	-3.9	5.7	0.0	3.6	18.6	2.5	1.6
Cc1ccc(C)c(SCC(=O)OCC(=O)c2ccco2)c1	28.2*	5.9	0.5	0.7	-2.4	0.7	2.8	-5.7	2.0
Cc1ccc(NC(=O)CCn2cccc2)cc1	-2.3	-1.1	-3.6	5.5	1.9	-1.2	4.9	1.1	-7.1
